Source: PubChem BioAssay
PfHsp90 set2: growth inhibition of PfHsp90-expressing yeast, primary screen, antimalarial PfHsp90 inhibitor project, S. cerevisiae, BacTiter-Glo luminescence, single point, set 2; BacTiter-Glo ATP, 48 h; yeast lacking PDR1 and PDR3 efflux regulators; inhibition, % at 9.4 µM; 310,000 compounds, 0.32% hits; AID 504621, 2011;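 active means every replicate shows inhibition above about 80%, whatever the replicate mean, limit read from the data; inconclusive means mean inhibition reaches the set limit but some replicate falls short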;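 further: 0% = DMSO neutral controls and 100% = 20 µM radicicol positive controls; yeast relying on Plasmodium falciparum Hsp90 in place of its own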
RTF Ca sens inh: cardiac RTF calcium sensitivity inhibitors, primary screen, biochemical, IANBD-TnC fluorescence, EC70 calcium | IANBD-labeled cardiac RTF, Ca2+ fluorescence | Troponin I, cardiac muscle (Homo sapiens) + Troponin T, cardiac muscle (Homo sapiens) + … | inhibition, % at 7.15 µM | 340,000 compounds, 0.12% hits;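 active means inhibition above the mean inhibition of all tested compounds plus 3 SD, cut at about 17% in these data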;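 further: assay run at fixed EC70 calcium of 1.6 mM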
dFosB activator: activators of delta FosB homodimer, primary screen, biochemical, fluorescence polarization, TAMRA-CDK5 oligo, single point. Protein FosB (Mus musculus), P13346. activation, % at 25 µM. purified delta FosB; percent of positive-control signal above neutral wells. AID 493131, 2011. 340,000 compounds, 0.99% hits;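 active means mean activation above about 17%, with every replicate also reaching it, limit read from the data, passing the limit was not always enough; inconclusive means only one of the two conditions met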;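 further: fluorescence polarization rise as delta FosB binds a TAMRA Cdk5 AP-1 oligo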
Keap1 Nrf2 FP: Keap1-Nrf2 protein-protein interaction inhibitors, primary screen, biochemical, fluorescence polarization, single point; Kelch-like ECH-associated protein 1 (Homo sapiens), Q14145; Keap1 Kelch-Nrf2 peptide fluorescence polarization, 1536-well; inhibition, % at 9.4 µM; 340,000 compounds, 0.15% hits; AID 504523, 2011; in the data active means inhibition above about 12%; inconclusive means no clear call, values can overlap the other calls; inactive means below about 7.3%;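 further: human Keap1 Kelch domain with fluorescein labeled Nrf2 9mer peptide probe; 0% = neutral control wells and 100% = peptide positive control; higher means more block of Keap1 binding to Nrf2 peptide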
Target sequence (Q14145 whole entry, looked up, the tested form may be a part): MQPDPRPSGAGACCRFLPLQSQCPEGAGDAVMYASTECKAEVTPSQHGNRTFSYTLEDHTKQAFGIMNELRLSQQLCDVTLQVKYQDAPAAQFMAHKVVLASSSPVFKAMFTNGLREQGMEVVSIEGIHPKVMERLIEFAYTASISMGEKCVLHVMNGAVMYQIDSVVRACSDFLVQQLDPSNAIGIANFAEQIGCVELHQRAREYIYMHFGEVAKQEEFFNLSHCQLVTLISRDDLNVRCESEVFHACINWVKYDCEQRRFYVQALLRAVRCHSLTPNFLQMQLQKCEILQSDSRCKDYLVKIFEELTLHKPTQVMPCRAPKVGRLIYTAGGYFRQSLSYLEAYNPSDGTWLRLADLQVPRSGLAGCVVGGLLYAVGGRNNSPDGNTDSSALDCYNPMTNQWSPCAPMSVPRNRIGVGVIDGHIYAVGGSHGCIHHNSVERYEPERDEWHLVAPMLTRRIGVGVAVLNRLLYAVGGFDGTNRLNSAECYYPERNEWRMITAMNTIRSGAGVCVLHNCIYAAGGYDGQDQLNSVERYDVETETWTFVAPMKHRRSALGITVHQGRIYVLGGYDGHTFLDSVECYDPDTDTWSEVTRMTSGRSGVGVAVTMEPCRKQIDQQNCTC
Rtt109 Vps75: inhibitors of C. albicans Rtt109/Vps75 HAT, primary screen, biochemical, ThioGlo CoA-SH fluorescence, plate reader | inhibition, % at 34.9 µM | 330,000 compounds, 0.16% hits | purified Rtt109/Vps75, 4 h | AID 540336, 2011;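 active means inhibition of at least 50% in every replicate; inconclusive means best replicate reaches 50% inhibition but some replicates fall short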
Target sequence (Q5AAJ8 whole entry, looked up): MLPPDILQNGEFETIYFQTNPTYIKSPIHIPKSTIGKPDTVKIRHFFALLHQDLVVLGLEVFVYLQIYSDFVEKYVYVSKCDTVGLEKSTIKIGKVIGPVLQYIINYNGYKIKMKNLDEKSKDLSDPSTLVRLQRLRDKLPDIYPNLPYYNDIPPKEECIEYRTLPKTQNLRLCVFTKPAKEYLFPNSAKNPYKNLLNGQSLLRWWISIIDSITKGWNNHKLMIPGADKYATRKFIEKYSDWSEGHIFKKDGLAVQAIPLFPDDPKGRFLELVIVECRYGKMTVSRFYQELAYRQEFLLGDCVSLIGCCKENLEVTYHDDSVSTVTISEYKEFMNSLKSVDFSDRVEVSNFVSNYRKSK
PvdQ acylase: P. aeruginosa PvdQ acylase inhibitors, primary screen, biochemical, fluorescence, plate reader and imaging, single point; purified PvdQ acylase; inhibition, % at 10 µM; PvdQ acylase [Pseudomonas aeruginosa LESB58]; 340,000 compounds, 0.063% hits; in the data active means inhibition above about 30%, passing the limit was not always enough; inconclusive means no clear call, values can overlap the other calls;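 further: 0% = vehicle neutral wells and 100% = reference inhibitor wells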
CDK5 inh: inhibitors of human CDK5/p35 kinase, primary screen, biochemical, single concentration; Recombinant CDK5/p35, ADP-Glo luminescence, 60 min; AID 488839, 2010; 330,000 compounds, 0.01% hits; inhibition, % at 10 µM;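 active means highest replicate inhibition of at least 50% and at least 75% of replicates reaching 50%; inconclusive means only one of the two criteria met; inactive means both criteria failed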;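 further: plate controls were DMSO neutral control for no effect and GW8510 at 10 µM for full effect; many of its hits are not listed in these tables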
NSD2 HMT inh: NSD2 histone methyltransferase inhibitors, primary screen, biochemical, AlphaScreen, single concentration, set 2 | NSD2 peptide methylation, 120 min | AID 743445, 2014 | inhibition, % at 12.5 µM | 310,000 compounds, 0.54% hits | Histone-lysine N-methyltransferase NSD2 (Homo sapiens), O96028; in the data active means inhibition above about 50%
SUMO Mot1 rescue: yeast Mot1-301 growth rescue at high temperature, primary screen, SUMOylation pathway inhibitor project, S. cerevisiae, ATP luminescence, 38.5C. 320,000 compounds, 1% hits. S. cerevisiae Mot1-301 growth rescue; percent above DMSO median, 100 means doubled. growth rescue, % at 18.8 µM;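 active means every valid replicate shows activation above 250% relative to neutral control wells; inactive means the rest, any valid replicate at or below 250%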;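 further: OY570 slx delta 5 strain wells were the positive control but not used for scaling; some compounds called inactive have numbers as strong as hits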
LANA DNA inh: inhibitors of KSHV C-LANA binding to DNA, primary screen, biochemical, fluorescence polarization, FAM-LBS DNA, MBP-C-LANA, single point; inhibition, % at 9 µM; Kaposi's sarcoma herpesvirus LANA C-terminal domain (residues 932-1162) DNA binding; AID 504423, 2011; 340,000 compounds, 0.078% hits;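 active means highest replicate inhibition at or above 60% at 9 µM, even if other replicates fall short; inactive means all replicates below 60% inhibition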;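 further: 0% = neutral control wells and 100% = 4 µM acridine orange control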
cardiac RTF act: cardiac RTF calcium sensitivity activators, primary screen, biochemical, IANBD-TnC fluorescence, EC20 calcium; Troponin I, cardiac muscle (Homo sapiens) + Troponin T, cardiac muscle (Homo sapiens) + …; IANBD-labeled TnC RTF fluorescence at EC20 calcium; 0% EC20 calcium, 100% full calcium; activation, % at 7.2 µM; 340,000 compounds, 0.24% hits;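 active means activation above the mean over all tested compounds plus 3 SD, cut at about 30% in these data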;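 further: rise in fluorescence read as greater calcium sensitivity of cardiac thin filaments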
Starred values were filed as active, the others as inactive; ? = inconclusive; nt = not tested or not shown.

SMILES	PfHsp90 set2	RTF Ca sens inh	dFosB activator	Keap1 Nrf2 FP	Rtt109 Vps75	PvdQ acylase	CDK5 inh	NSD2 HMT inh	SUMO Mot1 rescue	LANA DNA inh	cardiac RTF act
COc1ccccc1NC(=S)N1CCc2cc(OC)c(OC)cc2C1	7	-9	8	0	0	-3	-1.7	4	8	-1.1	1
CCOC(=O)N1CCN(C(=O)CCC(=O)c2ccc(OCC)cc2)CC1	2	-3	2	-2	-4	-9	0.5	-3	-2	2.1	-2
O=C(Nc1ccc2c(c1)nc1n2CCOC1)C1CCCCC1	nt	-18	-1	0	7	-10	2.8	-2	-13	1.0	5
CCOc1ccc(N(CC(=O)NC2CCCC2)C(=O)CCCC(=O)Nc2ccccn2)cc1	-12	-2	-1	-5	1	-8	-1.5	-1	-5	-1.5	7
CC1CN(C(=O)c2cnn3c(C(F)F)cc(-c4ccccc4)nc23)CC(C)O1 (stereo not given)	-3	-7	-4	3	-21	-2	1.8	-2	-7	0.0	0
CCN(CC)C(=O)COc1ccc(C=O)cc1OC	-8	2	-5	-4	47	7	-1.1	-2	-6	-0.3	0
CC(C)CNc1nc(N)c([N+](=O)[O-])c(NCC2CCCO2)n1 (stereo not given)	26	-1	-2	-6	-5	-18	-3.1	-2	-17	1.8	-2
O=C(NCc1cccc(C(F)(F)F)c1)N1CCN(C(=O)c2ccccc2)CC1	-13	-14	-1	-5	0	-11	-1.9	-4	0	-3.2	-3
CC1(NC(=O)COc2ccccc2-c2ccccc2)CCS(=O)(=O)C1 (stereo not given)	-9	-5	2	4	4	-4	0.7	-3	-13	1.6	-5
C=CCOC(=O)C1CC=CCC1C(=O)Oc1ccc(F)cc1F (stereo not given)	nt	4	-1	4	-8	-5	1.2	21	0	2.3	0
CC(C)(CO)NC(=O)CC1C(=O)NCCN1Cc1ccc(-c2ccccc2)cc1 (stereo not given)	7	2	-6	-3	1	-10	0.1	-4	-9	0.5	6
CC1CCc2c(sc(NC(=O)Cn3nc(C(=O)O)c4ccccc4c3=O)c2C#N)C1 (stereo not given)	-39	-7	-4	-6	4	-18	-1.7	nt	95	2.3	2
CCC1CCCCN1S(=O)(=O)c1ccc2c(c1)CCN2C(C)=O (stereo not given)	2	0	-5	-7	-8	-7	0.3	3	-1	-0.8	2
Cc1cc(/C=N/NC(N)=O)c(C)n1C1CCCCC1	nt	-4	-1	4	17	-11	0.4	nt	10	-1.8	-1
CC(=O)c1cccc(NC(=O)CSc2ncc(C(=O)Nc3ccccc3)c(=O)n2C)c1	nt	-3	1	2	14	-5	0.1	-3	1	-0.1	-2
COc1ccc(/C=C/C(=O)NCCn2c(C)cc3ccccc32)cc1OC	25	-4	9	1	-1	0	-0.4	nt	-8	0.8	2
CN1CCN(S(=O)(=O)c2cnccc2N2CCN(c3cccc(Cl)c3)CC2)CC1	47	-5	-9	-4	1	-5	-2.9	5	-1	-0.8	-1
CCOC(=O)C1CCN(C(=O)CCS(=O)(=O)c2ccc3c(c2)n(C)c(=O)c(=O)n3C)CC1	-10	-6	-3	-5	14	-10	0.3	nt	-15	-2.7	1
Cc1ccc2nc(NC(=O)COC(=O)c3ccco3)sc2c1	nt	-5	-16	0	-4	-9	-0.6	16	0	-0.6	4
CCCC(=O)Nc1ccc2c(c1)nc(CCN1CCCCC1)n2C	3	-9	3	-1	0	4	2.0	-3	1	0.0	-8
COc1ccc(-n2c(C)cc(C(=O)CN3CCCCC3)c2C)cc1	-38	-1	-10	-5	-14	-6	0.4	3	2	1.1	5
Cn1cc(S(=O)(=O)N2CCOCC2)cc1C(=O)Nc1cccc(Cl)c1	-4	-4	-4	-2	-6	-1	1.6	nt	50	-1.7	2
CC(=O)N1c2ccc(S(=O)(=O)N3CCC(C(=O)NCc4ccccc4)CC3)cc2CC1C (stereo not given)	0	1	-11	-1	4	-18	-3.0	1	-5	0.5	-2
CCC(=O)c1cc2c(cc1NC(=O)c1ccccc1)OCCO2	7	-16	6	0	-2	-8	0.1	-2	-5	-0.3	-6
COc1ccc(C(=O)Nc2nc3nccc(-c4ccccc4)n3n2)cc1	4	10	3	-8	11	12	0.7	33	25	0.8	8
CCOC(=O)N1CCC(=C(C#N)C(=O)Nc2cc(OC)ccc2OC)CC1	-6	7	-1	3	-5	3	1.1	4	-11	-1.0	7
COC(=O)CCc1c(C)c(C(=O)c2ccc(F)cc2)c2ccccn12	-6	-7	-8	0	3	-8	-2.8	-1	-2	1.1	9
C/C=C/c1cc(OC)c2c(c1)[C@H](C)[C@@H](c1ccc(O)c(OC)c1)O2	nt	12	7	2	2	4	0.5	nt	-5	-1.0	1
Cc1cc(NC(=O)CCC(=O)N(CC(=O)NCC2CCCO2)c2ccccc2)no1 (stereo not given)	7	19*	-4	4	5	5	0.4	-4	5	-1.1	-13
COC(=O)c1ccc(NC(=O)N2CCC(O)(c3cccnc3)CC2)cc1	-4	-4	-5	0	2	-13	1.8	-2	10	-0.9	0
COc1ccc(S(=O)(=O)NC(N)=NCCc2ccc(OC)c(OC)c2)cc1C	-8	-7	-2	0	0	-6	0.5	0	1	-1.1	-8
Cc1ccc(NCc2nnc(SCC(=O)c3ccccc3)n2Cc2ccco2)c(C)c1	nt	2	-8	-4	-7	5	1.0	6	nt	-0.4	2
COc1cc(OC)c2c(c1)S(=O)(=O)C(c1ccccc1)=C2N	1	6	-14	0	?	2	0.0	-5	nt	1.6	4
CN(Cc1ccco1)S(=O)(=O)c1ccc2c(c1)CCN2C(=O)CCC(=O)O	-3	5	3	1	-1	-10	-0.9	-1	5	0.1	-5
CCN1C(=O)[C@@H]2[C@@H](c3ccc(-c4ccc(F)cc4)c(OC)c3)N3CCC[C@@]3(C(=O)OC)[C@@H]2C1=O	-21	-5	2	-1	17	-1	-0.2	nt	10	1.1	1
CCOc1ccc2c(c1)OC1(CCC(C)C1)CC2=O (stereo not given)	nt	-8	-5	2	-6	-8	-0.2	nt	5	-1.7	2
O=C(Cn1cc2c(n1)CCCCC2)N1CCc2ccccc2C1	nt	-1	-2	1	-7	-15	0.6	nt	28	0.6	1
CCOC(=O)CN1CC23C=CC(O2)C(C(=O)N2CCN(c4ccc(F)cc4)CC2)C3C1=O (stereo not given)	18	-6	0	0	0	-9	0.1	nt	5	0.7	-3
Cc1cc(C)c(NC(=O)C2CCCN2C(=O)NC2CCCCC2)c(C)c1 (stereo not given)	-3	-8	8	0	1	-1	0.1	0	3	-1.8	-2
CCOc1c2ccc(C(=O)NC3CCCc4ccccc43)cc2nn1C (stereo not given)	-5	-12	-3	4	7	-14	0.2	nt	101	1.7	-3
Cc1nc2ccc(NS(=O)(=O)c3c(C)c(C)cc(C)c3C)cc2s1	-1	-8	-15	-1	1	-7	-2.5	2	-9	-0.3	-3
Cc1ccc(S(=O)(=O)C(CNC(=O)C(C)C)c2cccs2)cc1 (stereo not given)	2	1	-3	-1	1	0	1.0	2	6	-2.0	-4
CC(=O)c1ccccc1NS(=O)(=O)c1cccc2nonc12	17	-1	2	-4	11	24	-0.8	-1	10	-2.0	-2
Cc1sc(N)c(C(=O)c2ccccc2Cl)c1C	10	10	-4	-4	1	-2	-3.4	7	262	-0.8	6
COc1ccc(C(=O)NC2CC2)cc1OC1CCN(Cc2ccc(NC(C)=O)cc2)CC1	-30	-7	-5	-5	5	-13	0.2	3	nt	1.4	1
Cc1ccccc1NC(=S)NC(C)C(c1ccccc1)N1CCN(C)CC1 (stereo not given)	2	-13	0	0	-2	-21	-1.1	4	-16	-0.1	-3
CCOC(=O)CSc1nc2sc3c(c2c(=O)n1-c1ccc(C)cc1)CCN(C)C3	6	-5	-13	6	-1	6	1.4	1	3	2.0	-5
Cc1cccc(C)c1NC1=NC(=S)N(c2ccccc2)C12CCOC(C)(C)C2 (stereo not given)	13	-7	-4	-6	1	-11	2.0	-1	-8	-0.6	1
C=CCn1c(CNC(=O)c2cccs2)n[nH]c1=S	-26	0	1	-2	7	12	-2.0	-3	-12	0.7	-2
Cc1cccc2c1N(CCCOc1ccc(C(C)(C)C)cc1)C(=O)C2=O	-18	4	-5	2	0	11	1.4	nt	22	0.6	-7
O=P(COCCOCCOCCOCP(=O)(c1ccccc1)c1ccccc1)(c1ccccc1)c1ccccc1	-16	-7	3	-4	-6	-18	-0.2	1	-1	1.0	4
COc1cccc(Cn2cc(-c3cccc(C(F)(F)F)c3)nn2)c1	-20	-9	0	-1	7	2	1.1	nt	-12	1.2	-5
C=CCNC(=O)COC(=O)c1oc2ccccc2c1CSC1CCCCC1	21	0	-8	1	-7	-2	1.6	4	-8	-1.3	-3
Cc1noc(C)c1COc1ccc(C(=O)OCC(N)=O)cc1	35	4	1	-4	0	-5	2.9	2	151	-1.4	-5
O=C(C1CCN(S(=O)(=O)c2cccnc2)CC1)N1CCN(c2cccc(Cl)c2)CC1	2	-11	-9	-1	-36	-16	-2.1	nt	-13	-0.4	-1
CC(C)c1ccc2nc(NC(=O)C3CC3)sc2c1	-50	-2	-5	-5	12	6	-1.0	nt	7	-1.7	-1
CCOC(=O)c1ccc(NC(=O)Oc2cc(C)c(Cl)cc2C(C)C)cc1	6	-1	-4	-2	2	2	0.3	46	81	1.3	-7
COc1ccc(CN([C@H](CO)CC(C)C)S(=O)(=O)N(Cc2ccccc2)[C@H](CO)CC(C)C)cc1	19	1	2	-3	5	9	4.4	nt	83	0.6	-5
COc1ccc(-c2noc(CCC(=O)O)n2)cc1	-9	11	6	-1	-5	5	-0.3	0	nt	-1.2	-2
O=C(CN(C1CC1)S(=O)(=O)c1ccc(S(=O)(=O)N2CCCCCC2)cc1)Nc1ccccc1	-2	-7	14	-8	-9	-13	0.0	0	-9	1.5	-1
